LDHA inh: blocks human lactate dehydrogenase A | P00338 | AID 1347041 | purified LDHA, NADH/diaphorase-resazurin fluorescence; active compounds read low | activity change, % (values are at about 110 or 230 µM) | 0.15% of 480,000 active; in the data active means activity change below about -30%; inconclusive means mostly about -25% to -30%;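 further: plate controls were DMSO wells for no effect and wells without enzyme for full effect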
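Human LDH5 (2 nM) was incubated with 0.06 mM NADH and 0.2 mM pyruvate for 5 min at room temperature in Tris pH 7.4. Remaining NADH was coupled through diaphorase/resazurin, and resorufin fluorescence was read at 0 and 20 min.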
Apoferritin bind: candidate novel general anesthetic via apoferritin binding. P02791. apoferritin/1-aminoanthracene competitive binding, fluorescence. Potency, µM (top dose mostly 77.5 µM), without a hit: at the highest dose activity change, negative = displacement, hits mostly inhibitors. 0.074% of 350,000 active. AID 485281; further: potency means the concentration at half of the fitted maximal effect; on the % scale 0 is the no-effect control and ±100 the full control effect; nearly all actives have a fitted effect of over 20% in size
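Horse-spleen apoferritin (10 uM) in 50% saturated 1-aminoanthracene in PBS was incubated 10 min at room temperature with compound. Fluorescence (ex 380, em 535 nm) was normalized to free and bound 1-AMA, with concentration-response fitted by a four-parameter Hill equation.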
RGS4 inh: blocks human RGS4-accelerated GTP hydrolysis; AID 504845; P49798; Transcreener GDP fluorescence polarization, RGS4-accelerated GTP hydrolysis; Potency, µM (series often up to 114 µM), for the others: top-dose activity change, negative = inhibition, usual class: inhibitors; 0.039% of 390,000 active; further: potency means the concentration at half of the fitted maximal effect; on the % scale 0 is the no-effect control and ±100 the full control effect; nearly all actives have a fitted effect of over 75% in size; some results filed as inactive show a strong effect at the top dose
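MLSMR compounds (23 nl, pin-transferred) preincubated 10 min at room temperature with a 500nM (2x) first reagent, then RGS4 at 900nM (2x) plus Transcreener GDP mix added; fluorescence polarization (620/688 nm) read before and after 90 min at 30 °C.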
12-LOX inh: inhibitors of human 12S-lipoxygenase ALOX12 | P18054 | purified 12hLO, xylenol orange hydroperoxide absorbance | Potency, µM (series often up to 108 µM), for inactives: at the highest dose activity change, negative = inhibition, most hits filed as inhibitors | 1.1% of 580,000 active | AID 1671190; further: potency means the concentration at half of the fitted maximal effect; on the % scale 0 is the no-effect control and ±100 the full control effect
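Purified human 12hLO at 150 nM in 25 mM Hepes, 0.01% Triton X-100, pH 7.0, preincubated 15 min at room temperature with compound. Reaction started with 40 uM arachidonic acid, 30 min at room temperature. Hydroperoxide measured by Fe-xylenol orange, 573/405 nm absorbance ratio.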
POLH inh: blocks human DNA polymerase eta activity; Q9Y253; recombinant Pol eta, fluorescent DNA replication assay; Potency, µM (top dose mostly 114 µM), inactives show top-dose activity change, negative = inhibition, usual class: inhibitors; 1.2% of 390,000 active; further: potency means the concentration at half of the fitted maximal effect; on the % scale 0 is the no-effect control and ±100 the full control effect
Target sequence (Q9Y253 whole entry, looked up): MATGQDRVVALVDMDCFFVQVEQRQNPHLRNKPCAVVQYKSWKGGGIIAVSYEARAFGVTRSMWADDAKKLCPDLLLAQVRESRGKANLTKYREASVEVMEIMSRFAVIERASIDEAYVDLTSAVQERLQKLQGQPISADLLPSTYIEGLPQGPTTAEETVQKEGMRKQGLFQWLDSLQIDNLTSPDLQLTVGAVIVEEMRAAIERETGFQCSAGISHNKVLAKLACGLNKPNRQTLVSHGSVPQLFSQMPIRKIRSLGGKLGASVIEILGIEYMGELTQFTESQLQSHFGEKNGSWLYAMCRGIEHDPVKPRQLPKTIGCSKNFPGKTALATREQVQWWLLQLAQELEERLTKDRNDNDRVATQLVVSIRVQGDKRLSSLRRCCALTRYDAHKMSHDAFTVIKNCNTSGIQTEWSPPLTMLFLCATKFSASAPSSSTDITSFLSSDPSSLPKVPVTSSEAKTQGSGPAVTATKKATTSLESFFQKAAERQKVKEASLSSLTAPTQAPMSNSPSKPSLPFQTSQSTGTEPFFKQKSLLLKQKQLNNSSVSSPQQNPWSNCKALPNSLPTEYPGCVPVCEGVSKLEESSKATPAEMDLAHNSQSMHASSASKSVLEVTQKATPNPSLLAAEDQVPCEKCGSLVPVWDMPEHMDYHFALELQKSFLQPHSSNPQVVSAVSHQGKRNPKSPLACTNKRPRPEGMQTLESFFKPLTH
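Pol eta (10 nM) was preincubated with compounds for 15 min at room temperature, after which fluorescent replication substrate (50 nM final) was added to start the reaction. Fluorescence was read kinetically at 0 and 10 min.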
APEX1 inh: APE1 (human) endonuclease inhibition; P27695; Potency, µM (titrated, usually from 65.8 µM), without a hit: top-dose activity change, negative = inhibition, actives largely listed as inhibitors; 0.35% of 350,000 active; AID 2517; recombinant APE1, TAMRA/BHQ-2 abasic DNA cleavage fluorescence;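 further: potency means the concentration at half of the fitted maximal effect; plate controls were vehicle for no effect and reference inhibitor for full effect; nearly all actives have a fitted effect of over 55% in size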
Target sequence (P27695 whole entry, looked up): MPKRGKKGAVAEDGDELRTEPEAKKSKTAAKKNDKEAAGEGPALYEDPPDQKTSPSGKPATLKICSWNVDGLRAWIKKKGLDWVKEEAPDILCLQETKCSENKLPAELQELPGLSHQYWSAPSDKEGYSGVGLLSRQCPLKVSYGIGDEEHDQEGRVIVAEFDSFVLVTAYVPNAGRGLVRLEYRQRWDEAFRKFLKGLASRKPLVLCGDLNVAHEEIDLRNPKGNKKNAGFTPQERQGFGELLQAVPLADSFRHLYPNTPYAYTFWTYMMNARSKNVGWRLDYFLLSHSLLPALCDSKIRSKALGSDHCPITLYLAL
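Step 1: APE1 (0.75 nM) with compound, 15 min RT. Step 2: add 50 nM fluorophore/quencher THF duplex. Step 3: three fluorescence reads 60 s apart (525/598 nm); read 3 minus read 1 = reaction progress.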
POLB inh: DNA polymerase beta (human) inhibition; Pol beta primer extension/strand displacement, fluorescence kinetic; 1.3% of 340,000 active; Potency, µM (titrated, usually from 114 µM), for the others: at the highest dose activity change, negative = inhibition, hits mostly inhibitors; AID 485314; P06746; further: potency means the concentration at half of the fitted maximal effect; on the % scale 0 is the no-effect control and ±100 the full control effect
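Human Pol beta at 10 nM; strand-displacement substrate 50 nM final. Compound exposure 15 min at room temperature before start, reaction 10 min at room temperature.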
ERG-DNA inh: inhibitors of human ERG Ets domain-DNA interaction. Potency, µM (doses to about 76.9 µM), for the others: top-dose FP activity, negative = inhibition, usual class: inhibitors. 0.028% of 370,000 active. P11308. fluorescence polarization, His-ERG Ets domain / labelled DNA; active means well fitted inhibition curve with a large enough effect in the polarisation, with a control signal flat; inconclusive means small, poorly fitted or top-dose-only effect, or effect the other way, or a change in a side signal; inactive means no such curve, though single readings can be large or run the other way; the % refers to the polarisation;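 further: polarization taken with two DNA probes labelled with fluorescein and Texas red; potency means the concentration at half of the fitted maximal effect; % of control where 0% means no effect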
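His-tagged ERG Ets domain (1 uM in the protein solution; 300mM KCl, 50mM Tris-HCl, 1mM EDTA, 1mM DTT, pH 7.5) received compound, then a probe mix of 5 nM fluorescein-DNA and 100nM Texas-615-DNA. Fluorescence polarization was read for both dyes.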
POLK inh: inhibitors of human DNA polymerase kappa. Q9UBT6. 0.53% of 400,000 active. purified Pol kappa, fluorescent DNA synthesis assay, 10 min. Potency, µM (titrated, usually from 107 µM), for inactives: top-dose activity, negative = inhibition, most hits filed as inhibitors; further: potency means the concentration at half of the fitted maximal effect; on the % scale 0 is the no-effect control and ±100 the full control effect
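Fluorescent qHTS in 1536-well format: enzyme (10 nM) and compound sat 15 min at room temperature before 50 nM substrate (final) was added. Signal taken at 0 and 10 min; no-enzyme buffer wells were negative controls.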
Active calls of the source: *; ? = inconclusive; / = no result given; & = joins results of further samples; [ ] = remark or other dose. Unless noted, the call rests on the fitted dose curve; in most records, active means well fitted curve in the direction sought with a large enough effect; inconclusive means small, poorly fitted or top-dose-only effect, or another doubt; inactive means no such curve, though single readings can be large; an effect the other way counts as inactive or inconclusive. An excerpt; count on the stated rates, not on these rows.

SMILES | LDHA inh | Apoferritin bind | RGS4 inh | 12-LOX inh | POLH inh | APEX1 inh | POLB inh | ERG-DNA inh | POLK inh
COc1ccc(-c2nc(SCC(=O)Nc3ccc4c(c3)OCCO4)c(-c3ccc(C)cc3)[nH]2)cc1OC | 6 | -3% | -13% | -5% | -19% | / | -1% | 1% | -7%
COc1ccc(N(CCC#N)C(=O)/C(C#N)=C\c2cccs2)cc1 | -2 | -5% | -8% | / | -11% | -3% | -24% | -5% | 0%
CC(C)NC(=O)C1CCN(C(=O)N2CCOc3ccc(Cl)cc32)CC1 | -12 | 55%[activator] | 13% | -1% | -6% | / | -1% | 0% | -12%
CCN(CC)CCNC(=O)c1ccc(-n2c(-c3ccccc3)cc3c2CCCC3)cc1 | 0 | -3% | -1% | ? | -8% | / | 3% | 4% | 2%
CC(C)OCCCNC(=O)c1ccc2c(c1)N(Cc1c(F)cccc1Cl)C(=O)c1ccccc1S2 | -1 | 7% | -6% | -28% | ? | / | 1% | 13% | -1%
CC(=O)Nc1nnc(CCS(=O)(=O)c2ccc(C)c(C)c2)s1 | -8 | -5% | 5% | 2% | -4% | 4% | -2% | -14% | -15%
CCOC(=O)c1c(NC(=O)Cc2cccs2)sc(C(=O)NC2CCCC2)c1C | -7 | -10% | -31% | 0% | -4% | -4% | 19% | 4% | -6%
NS(=O)(=O)c1ccc(NC(=O)c2cc(Cl)ccc2Cl)cc1 | 0 | -12% | 6% | 7% | -2% | 14% | 55%[activator] | 11% | -13%
CCOc1ccc(NS(=O)(=O)c2ccc(C(=O)N3CCN(c4ncccn4)CC3)cc2)cc1 | -3 | -12% | -1% | -5% | -23% | -5% | 2% | -2% | -8%
CCn1nc(C)cc1C(=O)N1CCCC(C(=O)c2ccc3ccccc3c2)C1 (centres undefined) | -3 | -10% | 23% | -2% | -10% | -4% | 1% | -3% | -2%
Cc1c(C#N)c2ncn(Cc3ccccn3)c(=O)c2n1-c1ccccc1 | -7 | -8% | -3%[11.4 µM] | 23% | -7% | 0% | 4% | -1% | -5%
CC(=O)c1ccc(NC(=S)NC(=O)/C=C/c2ccco2)cc1 | -7 | -23% | -24% | 26% | ? | -3% | -8% | 4% | -32%
COc1ccc(CNC(=O)c2ccccc2[N+](=O)[O-])cc1 | -7 | -8% | 8% | 16% | -10% | 4% | 13% | -12% | 1%
COc1ccccc1-n1nc(C)cc1N | -4 | -4% | 2% | -5% | -7% | ? | 14% | 12% | -12%
Cn1c(NC(=O)c2ccc(F)cc2)c(-c2ccccn2)c(=O)c2ccccc21 | -4 | 4% | -2% | -34% | -13% | 3% | -5% | 5% | -20%
Cc1cccc(C(=O)NCC(=O)OCc2cc(=O)n3nc(C4CC4)sc3n2)c1 | -6&4 | ? | -24% | -4%&-15% | -11% | / | 13% | 0% | 0%
O=C(CN1C(=O)COc2ccc(S(=O)(=O)N3CCCCCC3)cc21)NCc1ccc(F)cc1 | -1&-2 | ? | 20%&-19% | 383%&-16%[activator] | ? | 1% | 5%&-1% | 6%&5% | ?
CCOC(=O)C1(Cc2ccccc2C)CCCN(C(=O)CCc2cccnc2)C1 (centres undefined) | -7 | -11% | 14%[56.9 µM] | 21% | -21% | 3% | -30% | -4% | -18%
COc1ccc(NC(=O)c2ccccn2)cc1 | -1 | -2% | 10% | / | -6% | -3% | 5% | -8% | -8%
CCOc1ccc(N(CC)C(=O)c2cc3c(s2)-c2ccccc2OC3)cc1 | 1 | -7% | 6% | -10% | -18% | / | 37% | -9% | 4%
CCN1CCN(CCCN(Cc2ccco2)C(=S)Nc2ccc(Cl)c(C)c2)CC1 | -3 | -13% | -11% | -12% | -8% | 2% | 19% | 2% | 2%
CCn1c2ccccc2c2cc(NC(=S)N3CCOCC3)ccc21 | 4 | 0% | -33% | 0% | -17% | 1% | 1% | 16% | -1%
COc1ccc(CCNC(=O)CC(=O)NCCc2ccc(OC)cc2)cc1 | -5 | -5% | -4% | -13% | -12% | 13% | 21% | -2% | -3%
CN(C)C1=NCCN1CC1CCCC1 | -12 | / | 19% | -9% | 3% | 16% | / | 17% | -3%
COc1cc(OC)c(NC2=NCCCCC2)cc1Cl | -2 | -13% | 3% | -16% | -5% | 13% | 28% | 4% | -11%

Entries above that contain a cyano group, in the order listed:
SMILES | LDHA inh | Apoferritin bind | RGS4 inh | 12-LOX inh | POLH inh | APEX1 inh | POLB inh | ERG-DNA inh | POLK inh
COc1ccc(N(CCC#N)C(=O)/C(C#N)=C\c2cccs2)cc1 | -2 | -5% | -8% | / | -11% | -3% | -24% | -5% | 0%
Cc1c(C#N)c2ncn(Cc3ccccn3)c(=O)c2n1-c1ccccc1 | -7 | -8% | -3%[11.4 µM] | 23% | -7% | 0% | 4% | -1% | -5%

Later entries:
SMILES | LDHA inh | Apoferritin bind | RGS4 inh | 12-LOX inh | POLH inh | APEX1 inh | POLB inh | ERG-DNA inh | POLK inh
CC(=O)Nc1ccc(CN2CCN(Cc3ccc(C)cc3)C(CCO)C2)cc1 (centres undefined) | -3 | -2% | 11% | 37% | -9% | 6% | 35% | -10% | -7%
O=C(COC(=O)CCNS(=O)(=O)c1ccccc1)NNC(=O)c1ccccc1 | -5 | / | -7% | 13% | -20% | -2% | / | 7% | -2%
C=CCn1c(SCC(=O)c2ccc(OC)cc2)nnc1C(C)NC(=O)c1cccs1 (centres undefined) | -2 | 4% | -21% | 4% | -9% | 9% | 11% | -10% | -10%
CCc1cccc(CC)c1NC(=O)C(NS(=O)(=O)c1cccs1)c1ccccc1 (centres undefined) | -8 | -3% | 12% | -13% | 5% | 2% | 30% | -3% | -8%
CCOc1ccccc1NC(=S)Nc1ccc2cn[nH]c2c1 | 1 | 4% | -33% | ? | -2% | -6% | 39% | 22% | -8%
NC1=NC2(CCCCC2)N=C(Nc2ccc(Br)cc2)N1 | -1 | 8% | 11% | -30% | -19% | 6% | -5% | 1% | -15%
CCCCn1c(NC(=O)C2CCCCC2)nc2ccccc21 | 0 | ? | 30% | 0% | -11% | 2% | -15% | -3% | -13%
CCOc1ccc2nc(CN3CCN(Cc4ccccc4OCC)C(CCO)C3)ccc2c1 (centres undefined) | -1 | -14% | -51% | -4% | -16% | 7% | 23% | 3% | -22%
COC(=O)c1nc(-c2ccccc2)n[nH]1 | 0 | -5% | -11% | 0% | -11% | 1% | -15% | 0% | 0%
CCOC(=O)C1CNc2cc(S(=O)(=O)CC)ccc2O1 (centres undefined) | 2 | -5% | -19% | 23% | -17% | 0% | 3% | 3% | 2%
CC(C)(C)c1ccc(S(=O)(=O)Nc2cccc(C3OCCCO3)c2)cc1 | -4 | -14% | -34% | -17% | -23% | -3% | -1% | -3% | -3%
COc1cc(NC(=O)c2cc(-c3ccccc3)nc3c2cnn3C(C)C)cc(OC)c1OC | -18 | / | 3% | / | -20% | -29% | / | -7% | -9%
Cc1ccc(S(=O)(=O)NCCC(=O)NCCN2CCCCCC2)cc1 | -13 | -6% | 3% | -28% | 4% | 0% | 0% | / | -5%[60.1 µM]
Cc1ccc(NC(=O)C2CCC(N3C(=O)C4CCCCC4C3=O)CC2)cc1 (centres undefined) | -12 | ? | 18% | -31% | 0% | -4% | 47% | -2% | -8%
COc1ccc(OC)c(S(=O)(=O)N2CCCC(C)C2)c1 (centres undefined) | 4 | -6% | 15% | -9% | -8% | -3% | 8% | -5% | 1%
O=C(COCc1cc(-c2cccs2)on1)Nc1cccc(O)c1 | -4 | -7% | 19% | -22% | -6% | / | -2% | -1% | -9%
Cc1ccc(C)c(C(=O)CSc2n[nH]c(-c3ccncc3)n2)c1 | 2 | -12% | -32% | -7% | 2% | -7% | 7% | 2% | -17%
Cc1ccc(/C(O)=C2/C(=O)C(=O)N(CCCn3ccnc3)C2c2cccnc2)cc1 (centres undefined) | -2 | / | 4% | -18% | 1% | / | / | -6% | -2%
CCn1nc(C)c(CCN(C)C(=O)Nc2cc(Cl)c(OC)cc2OC)c1C | 0 | -3% | -9% | ? | -20% | / | 2% | -7% | 1%[60.1 µM]
Cc1nn(-c2ccccc2)c2sc(C(=O)NC3CCCCC3)cc12 | 2 | -21% | 12% | 3% | -11% | 14% | 12% | / | -5%
CCOC(=O)C1=C(CSc2nc3ccccc3s2)NC(=O)NC1c1cc(C)ccc1C (centres undefined) | -6 | -21% | -17% | 9% | -13% | -11% | 9% | / | -11%
CCNC(=S)/C(=C(/[O-])c1ccc([N+](=O)[O-])cc1)[n+]1ccccc1 | -11 | 5% | -26% | -29% | -14% | 3% | 36%[activator] | -2% | -6%
CCOc1ccccc1OCCN1CCC(Cc2ccccc2)CC1 | -20 | -6% | -10% | -23% | -3% | 2% | -4% | 4% | -3%
COc1ccc(-c2cc(C(=O)OCC(=O)N3CCCCC3)c3ccccc3n2)cc1OC | 5 | / | -49% | ? | ? | -24% | / | 32%[activator] | -14%
Cc1ccccc1S(=O)(=O)Cc1ccc(C(=O)NC2CC2)o1 | -5 | -3% | -26% | 0% | -1% | 13% | -1% | -13% | -6%
Cc1cc2cc(CNC(=O)c3ccc(S(=O)(=O)N4CCCCC4)cc3)ccc2[nH]1 | 3 | 0% | -8% | 22% | -24% | 4% | -2% | -1% | -4%
O=C(COC(=O)Cc1ccc(Cl)cc1)NCc1ccco1 | 0 | / | 29% | ? | 8.9µM* | ? | / | 10% | 79µM*
